Bcl-xL primary = Bcl-xL (human) inhibition. Q07817. GST-Bcl-xL / FITC-Bim BH3 peptide fluorescence polarization. inhibition, % at 10.9 µM. 320,000 tested, 0.7% active;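 active = inhibition above the mean of all tested compounds plus 3 SD, cutoff set per campaign, cut at about 30% in these data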;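 also: 0% = DMSO wells and 100% = unlabeled Bim-BH3 peptide competitor; inhibitors lower millipolarization by displacing the labeled peptide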
Target sequence (Q07817 whole entry, looked up): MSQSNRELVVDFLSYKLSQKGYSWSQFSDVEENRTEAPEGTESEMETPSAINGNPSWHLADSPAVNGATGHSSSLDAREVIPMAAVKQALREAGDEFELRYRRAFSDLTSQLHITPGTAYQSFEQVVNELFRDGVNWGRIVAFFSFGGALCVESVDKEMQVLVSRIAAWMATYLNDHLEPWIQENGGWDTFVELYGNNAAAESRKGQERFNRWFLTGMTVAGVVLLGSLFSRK
MEX-5 binding = C. elegans MEX-5 TCR-2 RNA binding activity. Q9XUB2. activity score (negative = inhibition of binding), % at 10 µM. 300,000 tested, 0.38% active. MEX-5/FITC-TCR2 RNA binding, fluorescence polarization; hits give low values;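 active = inhibition past about -25% in most replicates, and total fluorescence under double the plate's negative control median, limit read from the data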;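 also: 0% = DMSO and -100% = 5 µM competing unlabeled TCR2 RNA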
GLD-1 RNA inh = GLD-1-TGE RNA interaction inhibition (C. elegans). inhibition, % at 5.96 µM. purified GLD-1 + fluorescein TGE RNA, fluorescence polarization. AID 2280. Q17339. 320,000 tested, 0.44% active;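 active = percent inhibition above a per-plate cutoff, the plate mean of test compounds plus 3 SD, cut at about 30% in these data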;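 also: 0% = DMSO wells with GLD-1 and probe and 100% = wells lacking GLD-1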
Fam108B counter = blocks mouse Fam108B hydrolase in RBBP9 counter-screen; 300,000 tested, 0.33% active; inhibition, % at 9.51 µM; recombinant Fam108B, FP-Rh probe fluorescence polarization; AID 1947;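 active = inhibition above the screen mean inhibition plus 3 SD, computed separately per campaign, cut at about 18% in these data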;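 also: inhibitors lower polarization as less probe binds the enzyme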
MCL1 BIM primary = MCL1-BIM-BH3 interaction inhibition (human); 320,000 tested, 0.68% active; inhibition, % at 10.9 µM; GST-MCL1 / FITC-Bim-BH3 fluorescence polarization;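 active = inhibition above the mean inhibition of all tested compounds plus 3 SD, set per campaign, cut at about 40% in these data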;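 also: 0% = DMSO wells and 100% = unlabeled Bim-BH3 peptide control; higher means more loss of mP so more displacement of Bim peptide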
PME-1 primary = PME-1 (human) inhibition; 320,000 tested, 0.53% active; recombinant PME-1, FP-Rh probe fluorescence polarization; Q9Y570; AID 2130; inhibition, % at 5.9 µM;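 active = inhibition above the campaign mean of all compounds plus 3 SD, cut at about 26% in these data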;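 also: competitive labeling of PME-1 active site by serine hydrolase directed probe; 0% = PME-1 with DMSO and 100% = wells lacking PME-1 enzyme; inhibitors block probe labeling so polarization falls and inhibition rises; many of its hits are not listed in these tables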
Target sequence (Q9Y570 whole entry, looked up): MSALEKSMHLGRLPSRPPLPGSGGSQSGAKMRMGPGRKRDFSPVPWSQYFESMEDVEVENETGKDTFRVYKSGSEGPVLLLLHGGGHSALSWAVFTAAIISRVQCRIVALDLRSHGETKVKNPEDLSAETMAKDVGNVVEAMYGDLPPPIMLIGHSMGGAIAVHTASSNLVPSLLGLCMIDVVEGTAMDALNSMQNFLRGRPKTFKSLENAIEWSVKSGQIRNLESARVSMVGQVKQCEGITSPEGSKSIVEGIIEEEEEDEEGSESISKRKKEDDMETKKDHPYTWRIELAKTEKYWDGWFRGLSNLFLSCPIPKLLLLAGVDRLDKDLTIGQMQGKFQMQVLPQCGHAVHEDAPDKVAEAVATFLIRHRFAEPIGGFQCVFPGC
PAD4 FP inh = blocks human protein arginine deiminase 4. 330,000 tested, 0.41% active. inhibition, % at 6.36 µM. recombinant PAD4, RCA probe fluorescence polarization. Q9UM07;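 active = percent inhibition above a cutoff equal to the mean of all tested compounds plus 3 SD, cut at about 15% in these data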;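 also: 0% = PAD4 with RCA probe and DMSO and 100% = probe without PAD4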
TPT1 inhibitor = inhibitors of Candida albicans tRNA 2'-phosphotransferase TPT1; recombinant caTPT1, FP RNA substrate dephosphorylation; inhibition, % at 5 µM; 300,000 tested, 0.81% active;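 active = inhibition above the mean of all tested compounds plus 3 SD, set per screening campaign, cut at about 24% in these data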;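 also: plate controls were DMSO alone for no effect and ferristatin control at 100 nM for full effect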
GSTO1 counter = blocks human GSTO1 in RBBP9 counter-screen; 300,000 tested, 1.1% active; P78417; inhibition, % at 5.96 µM; recombinant GSTO1, activity-based probe fluorescence polarization;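 active = inhibition above the campaign mean inhibition plus 3 SD, cut at about 35% in these data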;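 also: 0% = GSTO1-1 with DMSO and 100% = wells lacking GSTO1-1 enzyme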
Target sequence (P78417 whole entry, looked up): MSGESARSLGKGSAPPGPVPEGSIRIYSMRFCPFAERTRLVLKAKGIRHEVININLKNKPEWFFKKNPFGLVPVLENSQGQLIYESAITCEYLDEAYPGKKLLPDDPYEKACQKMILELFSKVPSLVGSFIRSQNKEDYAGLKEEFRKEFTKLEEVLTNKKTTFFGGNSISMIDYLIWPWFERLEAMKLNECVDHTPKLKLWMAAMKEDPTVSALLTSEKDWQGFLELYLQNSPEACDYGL
* = called active by the depositor; . = no result given.

compound | Bcl-xL primary | MEX-5 binding | GLD-1 RNA inh | Fam108B counter | MCL1 BIM primary | PME-1 primary | PAD4 FP inh | TPT1 inhibitor | GSTO1 counter
CCOC(=O)c1ccc2[nH]c(-c3ccc(S(=O)(=O)F)cc3)cc(=O)c2c1 | -3 | -0.3 | 5 | -3 | -6 | 6 | 0 | -4 | -10
O=C1NC(=O)C(CCc2ccncc2)(CCc2ccncc2)C(=O)N1CCc1ccccc1 | 0 | 0.4 | -2 | 0 | 3 | 0 | -4 | 7 | -6
CCCC(CCC)C(=O)OC[N+](C)(C)CCOC(=O)C(O)(c1ccccc1)C1CCCC1 (stereo unspecified) | 8 | -0.7 | 4 | 0 | 6 | -6 | -1 | 2 | 5
COC(=O)[C@@H]1C[C@]2(C(=O)O)c3ccccc3N(OOSc3ccccc3)[C@@H]2N1C(=O)OC | 4 | -1.3 | 7 | -3 | 3 | 7 | 3 | -3 | 0
OCCN(CC#CC(O)(c1ccccc1)C1CCCC1)CCO (stereo unspecified) | 3 | -2.2 | 3 | 5 | -1 | 2 | -4 | 2 | 0
O=C(c1ccco1)c1cn(Cc2ccc(Cl)cc2)c2ccccc12 | 1 | -1.5 | 3 | -10 | 3 | -14 | -3 | -1 | -11
COC(=O)C1=C(c2ccc(S(C)(=O)=O)cc2)C[C@@H]2CC[C@H]1N2C(=O)NCc1ccco1 | 4 | 0.8 | 1 | -4 | -2 | -2 | -1 | -3 | 3
CC(C)(C)n1cc(C(=O)c2ccccc2OCCCF)cn1 | 3 | -3.3 | 6 | 0 | 6 | -9 | 5 | -3 | -1
Cn1c(O)c(C=NCc2cccs2)c(=O)n(C)c1=O | -1 | 0.8 | -3 | 1 | -3 | 5 | -4 | -1 | -6
C=CC(C)C(C(=O)c1ccccc1)N(C)C (stereo unspecified) | -6 | -0.3 | -1 | -5 | -4 | -9 | -4 | 2 | 13
COC(=O)C1=C(c2ccc(OCc3ccccc3)cc2)C[C@@H]2CC[C@H]1N2C(=O)NCc1cccc(OC)c1 | 5 | . | 5 | . | 3 | -7 | 1 | . | .
CC(=O)NC(C)Cc1ccccc1 (stereo unspecified) | 1 | -1.4 | 3 | -3 | 0 | -6 | 0 | -2 | 6
O=C(CF)NC(Nc1cccc2cccnc12)C(Cl)(Cl)Cl (stereo unspecified) | 7 | 0.4 | 8 | 3 | 11 | 36* | -1 | 1 | 12
Cc1nc2ccccc2c(=O)n1-c1ccc(Cl)cc1[N+](=O)[O-] | -3 | 1.2 | 3 | -4 | 0 | 0 | 8 | 3 | 8
O=C(COc1ccc(S(=O)(=O)N2CCCCC2)cc1)N1CCN(Cc2ccccc2)CC1 | 8 | 1.5 | 9 | 0 | 9 | 3 | -1 | 3 | -7
COc1ccc(-c2nc3ccccc3n2OC(=O)N(C)C)cc1 | 1 | 0.5 | 3 | -2 | -1 | -1 | 8 | -3 | -3
Cc1ccccc1CCNCc1ccc(Br)cc1 | 2 | -0.6 | 7 | 2 | -3 | 3 | -4 | 0 | 3
Cc1cc(C=C2C(=O)NC(=S)NC2=O)c(C)n1C1CCCC1 | 0 | -3.2 | -1 | 4 | -8 | -3 | 1 | 8 | 5
O=C(O)CCC(=O)NCCC1=c2ccccc2=N/C1=C\c1c(O)n(Cc2ccc(F)cc2)c(=S)[nH]c1=O | 7 | -1.2 | 5 | 6 | 8 | -4 | -11 | 9 | 7
COc1ccc(CC2(CCc3ccncc3)C(=O)NC(=O)NC2=O)c(OC)c1 | 1 | 0.7 | 4 | 3 | -4 | -4 | -1 | -2 | 6
CCC(CC)NCc1c[nH]c2ccccc12 | 5 | -2.0 | -2 | 3 | 0 | 0 | -2 | 2 | 4
CC(=O)c1ccc2c(c1)C1C(Cl)C(Sc3ccccc3[N+](=O)[O-])CC1C(c1ccccc1)N2 (stereo unspecified) | 15 | 1.9 | 3 | 38* | 18 | 70* | -9 | -1 | 7
COC(=O)C1=C(c2cccc(C#N)c2)C[C@@H]2CC[C@H]1N2C(=O)NCCO | 1 | . | 3 | . | 1 | -2 | 2 | . | .
CN1CCN(Cc2ccccc2Sc2ccccc2)CC1 | 3 | -0.6 | 6 | 5 | 0 | 2 | -4 | 1 | 2
O=[N+]([O-])c1cccc(O)c1 | 4 | . | 3 | . | 0 | 0 | 0 | . | .
COc1ccc(NC(=S)NC(NC(=O)CF)C(Cl)(Cl)Cl)cc1[N+](=O)[O-] (stereo unspecified) | 6 | -2.5 | 1 | 1 | 0 | -8 | -4 | 1 | -2
CCC(=NCc1ccco1)c1c(O)n(-c2ccccc2C)c(=O)[nH]c1=O | 3 | 2.3 | 7 | -1 | 9 | 3 | 0 | -2 | 11
COc1cc(N2CCOCC2)ccc1/C=C1\C(=O)NC(=O)N(Cc2cccs2)C1=O | -16 | 3.9 | -14 | 0 | -17 | -6 | -4 | 23 | 12
COc1ccc(CNCCc2c[nH]c3ccccc23)cc1OC | 3 | -3.6 | 4 | -5 | 7 | 3 | 2 | 2 | -3
CNP(=O)(Oc1ccccc1)OC12CC3CC(CC(C3)C1)C2 (stereo unspecified) | 1 | -0.1 | -1 | 2 | -1 | 6 | -1 | 0 | 0
COC(=O)C1=C(c2cccc(OCc3ccccc3)c2)C[C@@H]2CC[C@H]1N2C(=O)NCc1cccc(OC)c1 | 1 | . | 0 | . | -6 | -6 | 3 | . | .
Cc1cccc(NC(=S)N2CC3CC(C2)c2cccc(=O)n2C3)c1C (stereo unspecified) | 0 | -2.7 | 16 | -1 | 4 | -4 | -2 | 1 | 1
CCn1c(C)c(C(=O)O)c2cc(OC)ccc21 | 6 | 0.3 | 0 | -4 | 0 | -4 | -4 | 5 | 6
CC(=NCc1cccnc1)c1c(O)n(Cc2ccccc2)c(=O)[nH]c1=O | 6 | -3.0 | 0 | 3 | 6 | 1 | -5 | -1 | 2
Cc1c(N=Nc2c(O)[nH]c(=S)[nH]c2=O)c(=O)n(-c2ccccc2)n1C | 8 | -0.4 | -8 | -4 | -1 | -11 | 3 | 10 | 57*
CCC(C)C(NC(=O)CCCNC(=O)CCC(=O)OC1O[C@H]2OC3(C)CC[C@H]4[C@H](C)CCC(C1C)C24OO3)C(=O)O (stereo partly specified) | 0 | -0.8 | -1 | 7 | -8 | -6 | -2 | 1 | -3
C=C(C)c1cccc(C(C)(C)NC(=O)NC2CN3CCC2CC3)c1 (stereo unspecified) | 2 | -1.3 | 4 | 7 | -8 | 1 | 5 | -2 | 1
CCOC(=O)c1c(-c2ccc(OC)cc2)oc2ccc(OC(=O)N(C)C)cc12 | 10 | -0.2 | 4 | -5 | 5 | -3 | -3 | -1 | 10
Cc1[nH]c2ccccc2c1C(=O)CN1CC=C(c2ccccc2)CC1 | 1 | 2.6 | 3 | 0 | -6 | 3 | 1 | 2 | 0
CC(C(=O)Nc1ccc(Br)cc1C(=O)c1ccccc1)N1CCOCC1 (stereo unspecified) | -1 | -2.0 | 7 | -2 | -2 | -8 | -4 | -2 | -2
CN1C(=O)C(C2c3ccccc3C(=O)N2Cc2ccc([N+](=O)[O-])cc2)C(=O)N(C)C1=O (stereo unspecified) | 3 | 2.2 | 0 | -2 | -1 | -1 | -3 | -2 | -1
Cc1cc(C)cc(N2C(=O)NC(=O)/C(=C\c3cccn3-c3ccc(Cl)cc3)C2=O)c1 | -8 | -16 | -9 | 6 | -13 | -1 | -11 | 3 | 2
COc1cccc(OC)c1C(=O)Nc1nc(N)n(-c2ccccc2)n1 | -4 | 0.2 | 0 | 2 | 4 | 3 | 1 | 1 | -2
CCC(=O)CC(c1ccc([N+](=O)[O-])cc1)c1c(O)c2ccccc2oc1=O (stereo unspecified) | 8 | -0.8 | 2 | 6 | 3 | -1 | -3 | -7 | -2
COc1ccc(C(=O)C2CCCN(Cc3cnc(C)s3)C2)cc1OC (stereo unspecified) | 2 | 1.2 | 3 | -4 | 2 | 1 | -1 | 0 | 0
CC1(C)C(c2ccccc2)=NC(c2cccnc2)N1O (stereo unspecified) | -1 | 0.0 | -4 | 0 | 1 | -8 | 1 | -1 | 21
C/C(CCc1c[nH]c2ccccc12)=N\O | 1 | -0.4 | -1 | 0 | 5 | 1 | 3 | -2 | -2
COc1ccccc1N1C(=O)NC(=O)C2(Cc3cc(C)ccc3N(C)C2)C1=O (stereo unspecified) | 15 | 0.0 | 0 | 1 | 9 | 6 | -1 | -3 | -1
CN(C)CC#CCOCCOCCC#N | 8 | -1.4 | 0 | -5 | 3 | 4 | 0 | 1 | 1
COC(=O)C1=C(c2ccc(F)cc2OCc2ccccc2)C[C@@H]2CC[C@H]1N2C(=O)NCc1ccc(F)cc1 | 5 | . | 0 | . | 2 | -1 | -1 | . | .

(listing goes on)
compound | Bcl-xL primary | MEX-5 binding | GLD-1 RNA inh | Fam108B counter | MCL1 BIM primary | PME-1 primary | PAD4 FP inh | TPT1 inhibitor | GSTO1 counter
O=c1[nH]c(=O)n(Cc2ccccc2)c(O)c1/C=N/NCCO | -12 | 3.5 | -14 | -3 | -14 | -3 | -10 | 24 | 26
C=CCn1c(O)c(C(C)=NCCN2CCCCC2)c(=O)[nH]c1=O | 3 | 0.8 | 3 | 8 | 8 | 2 | 2 | -4 | 6
COc1ccc(C(CNC(=O)CCc2ccsc2)N(C)C)cc1 (stereo unspecified) | 1 | 1.1 | 6 | 2 | -4 | -4 | -2 | 0 | 5
CC1CN(c2ccc([N+](=O)[O-])c3cccnc23)CC(C)N1 (stereo unspecified) | 4 | 1.4 | 3 | -5 | 4 | 2 | -1 | -2 | -8
CCCC(=O)NC(Oc1ccccc1Cl)C(Cl)(Cl)Cl (stereo unspecified) | 5 | 3.1 | -4 | -1 | 3 | 1 | 4 | -1 | 4
Cc1nc2c(c(C)nn2-c2ccccc2)c(C)c1CCC(=O)N1CCC2(CC1)OCCO2 | -5 | 0.9 | 0 | -5 | -5 | 5 | 1 | 0 | 10
CCOC(=O)C1(CCc2ccccc2)CCN(Cc2csc(C(C)=O)c2)CC1 | 0 | 1.7 | -11 | 0 | 0 | 0 | -6 | 2 | -4
Cc1ccccc1CC(=O)N(CCN(C)C)CC1CCCN(Cc2ccccc2F)C1 (stereo unspecified) | 2 | 3.0 | 0 | 0 | 9 | 1 | 4 | -2 | -1
CC(C)CN1CCN(Cc2ccccc2C(F)(F)F)CC1CCO (stereo unspecified) | 2 | 1.8 | 3 | 1 | 5 | 3 | 3 | 1 | 13
FC(F)(F)c1ccc2c(c1)N(CCCN1CCN(CCCl)CC1)c1ccccc1S2 | 11 | 0.5 | 9 | -2 | 10 | 6 | -5 | 3 | 2
Cn1c(O)c(C2=NN(C(=O)CCl)C(c3ccccc3)C2)c(=O)n(C)c1=O (stereo unspecified) | 4 | 0.9 | 7 | 4 | -5 | 3 | 4 | -3 | 102*
CC(=O)NCC(=O)Nc1ccc(Br)cc1C(=O)c1ccccc1 | 2 | 1.6 | 7 | 1 | -4 | 3 | -1 | -1 | 4
O=C(NCCN1CCCCC1)c1ccc(Cl)nc1Cl | 7 | 0.8 | 6 | 5 | 4 | 3 | 0 | -3 | 1

Source: PubChem (several laboratories)

Some of the compounds tested, so the mix of outcomes need not match the whole.
